# Screening results (PubChem)
# IDE inh: inhibits human insulin-degrading enzyme in HEK cells; P14735; FAbetaB cleavage, fluorescence polarization; inhibition, % at 5.59 µM; actives 0.41% (n = 320,000); AID 434962;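 active = percent inhibition above the average of all tested compounds plus 3 SD, set per screening campaign, cut at about 16% in these data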;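 note: IDE supplied by intact live HEK cells; FP after avidin binding of uncleaved biotin substrate so inhibition keeps polarization high; 0% = DMSO wells and 100% = 60 µM reference IDE inhibitor Ii1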
# M5 ag: agonists of human muscarinic M5 receptor (CHRM5) | P08912 | CHO-K1 hM5 cells, Fluo-8 calcium fluorescence; 0% DMSO wells, 100% maximal acetylcholine response | activation, % at 3 µM | actives 0.19% (n = 360,000);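 active = activation above the run's mean over test compounds plus 3 SD, cut at about 23% in these data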;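 note: signal is peak over basal fluorescence ratio across the kinetic read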
# Target sequence (P08912 whole entry, looked up): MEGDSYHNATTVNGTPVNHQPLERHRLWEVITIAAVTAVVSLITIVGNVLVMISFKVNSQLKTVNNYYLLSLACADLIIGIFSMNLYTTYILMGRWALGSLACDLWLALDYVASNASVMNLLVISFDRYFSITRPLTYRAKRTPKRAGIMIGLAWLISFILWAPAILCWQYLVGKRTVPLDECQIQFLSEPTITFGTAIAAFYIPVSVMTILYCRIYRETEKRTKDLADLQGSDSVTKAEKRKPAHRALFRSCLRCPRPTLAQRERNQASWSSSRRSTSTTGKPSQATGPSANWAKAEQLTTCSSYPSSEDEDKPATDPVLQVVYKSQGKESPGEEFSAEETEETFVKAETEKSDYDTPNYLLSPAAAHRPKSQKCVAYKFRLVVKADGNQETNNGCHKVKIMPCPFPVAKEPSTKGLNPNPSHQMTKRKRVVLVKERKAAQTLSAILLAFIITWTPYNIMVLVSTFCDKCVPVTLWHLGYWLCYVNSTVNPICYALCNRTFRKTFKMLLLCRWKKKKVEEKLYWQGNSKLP
# CHRM5 PAM: positive allosteric modulators of human muscarinic M5 receptor. P08912. CHO-K1 hM5, Fluo-8 calcium, ACh EC20 PAM; 0% = ACh EC20, 100% = ACh EC100. activation, % at 3 µM. actives 0.3% (n = 360,000);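 active = activation above the run cutoff, the mean activation of all test compounds plus 3 SD, cut at about 18% in these data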
#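 Measured by: Fluo-8 calcium fluorescence; material: human M5 receptor in CHO-K1 cells; schedule: Post-acetylcholine fluorescence recording 140 s; benchmarks: low control EC20 acetylcholine (0%), high control EC100 acetylcholine (100%); read-out: Max/basal fluorescence ratio as % of EC20–EC100 ACh window; compound: single dose, 3 µM nominal final test concentration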
# CHRM5 antagonist: blocks acetylcholine activation of human M5 receptor; CHO-hM5 cells, Fluo-8 calcium fluorescence, ACh EC80; inhibition, % at 3 µM; actives 0.59% (n = 360,000);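 active = inhibition above a per-plate cutoff, the mean of that plate's test compounds plus 3 SD, cut at about 27% in these data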;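 note: 0% = acetylcholine EC80 with DMSO and 100% = DMSO without agonist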
# M4 antag: blocks acetylcholine activation of human M4 receptor. inhibition, % at 3 µM. CHO-hM4 cells, ACh EC80, Fluo-8 calcium fluorescence. actives 0.73% (n = 360,000). P08173;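 active = inhibition above its plate's cutoff, the mean inhibition of sample wells plus 3 SD, cut at about 27% in these data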;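 note: 0% = acetylcholine EC80 with DMSO and 100% = DMSO without agonist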
# Target sequence (P08173 whole entry, looked up): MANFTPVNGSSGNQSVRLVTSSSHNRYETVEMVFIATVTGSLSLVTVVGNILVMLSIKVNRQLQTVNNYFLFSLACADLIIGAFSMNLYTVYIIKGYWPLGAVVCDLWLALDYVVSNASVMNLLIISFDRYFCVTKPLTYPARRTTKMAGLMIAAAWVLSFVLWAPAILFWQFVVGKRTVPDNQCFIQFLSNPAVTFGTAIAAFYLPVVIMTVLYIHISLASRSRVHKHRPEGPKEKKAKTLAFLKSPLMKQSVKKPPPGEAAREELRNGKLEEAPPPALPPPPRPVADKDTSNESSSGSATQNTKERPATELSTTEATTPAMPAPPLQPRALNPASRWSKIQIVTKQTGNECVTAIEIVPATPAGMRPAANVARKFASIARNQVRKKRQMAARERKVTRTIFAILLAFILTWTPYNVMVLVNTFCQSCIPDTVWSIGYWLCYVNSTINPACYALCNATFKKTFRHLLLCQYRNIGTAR
# M4 PAM: positive allosteric modulators of human muscarinic M4 receptor; P08173; CHO-K1 hM4/Gqi5, Fluo-8 calcium fluorescence, ACh EC20; 0% = ACh EC20, 100% = maximal ACh; activation, % at 3 µM; actives 0.4% (n = 360,000);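 active = activation above its plate's cutoff, the mean activation of sample wells plus 3 SD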; note: some results filed as inactive read as strong as hits
# CRFBP-R2 agonist: agonists of human CRF-binding protein/CRF-R2 receptor complex | HEK293 CRF-R2/CRF-BP, calcium dye fluorescence (FLIPR); percent of saturating CRF peptide response | activation, % at 13.2 µM | actives 0.46% (n = 350,000);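 active = activation of at least 50%, plus an integration ratio under a set limit after plate pattern correction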;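 note: plate controls were neutral control wells without compound for no effect and CRF at EC100 for full effect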
# CRFBP-R2 block: blocks CRF-induced signaling of the CRF-BP/CRF-R2 complex; actives 0.59% (n = 350,000); AID 588475; inhibition, % at 11.8 µM; HEK293 CRF-R2/CRF-BP, CRF-induced calcium fluorescence;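 active = inhibition of the ligand-induced calcium signal above about 50% at the single tested concentration, limit read from the data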
# M4 ag: CHRM4 agonism in calcium assay. P08173. CHO-K1 hM4/Gqi5, Fluo-8 calcium fluorescence; vehicle 0%, full acetylcholine response 100%. activation, % at 3 µM. actives 0.14% (n = 360,000);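 active = activation above the run mean over all test wells plus 3 SD, cut at about 32% in these data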;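 note: peak over basal fluorescence ratio per well then scaled between controls; 0% = DMSO wells and 100% = acetylcholine at EC100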
# The depositor's hits bear a star; . = not tested or not shown.
# Fields – CHRM5 PAM	M5 ag	CHRM5 antagonist	M4 ag	M4 antag	M4 PAM	CRFBP-R2 block	CRFBP-R2 agonist	IDE inh
> CON(C)c1nc(NCC(C)C)nc(OCC#N)n1
  0.2	-1.2	-3.3	1.5	-4.3	-1.4	5.7	-0.4	-0.5
> S=c1[nH]nc2ccccn12
  1.9	-0.4	1.0	-0.5	1.1	7.8	-7.1	-1.9	.
> COc1nccc(-c2ccc(F)cc2)c1C#N
  0.2	-2.3	-19.9	-0.6	-8.9	-1.3	2.9	0.2	-0.2
> CC(=O)Nc1ccc(C(=O)OCC(=O)NC2CCCCCC2)cc1
  -3.9	0.0	2.2	2.1	-2.4	3.2	21.5	1.2	.
> CC[C@@H](C)[C@H](NS(=O)(=O)c1ccc(C)cc1)C(=O)N1CCC(C(=O)NCC(=O)O)CC1
  -2.2	-0.4	2.3	-0.1	16.9	0.7	-2.5	-1.1	3.2
> CCOc1ccc(CCNS(=O)(=O)c2cn(C)cn2)cc1OCC
  0.8	-1.5	15.4	0.3	-5.9	1.1	1.4	5.4	1.5
> CC(NC(=O)c1ccc(C23CC4CC(CC(C4)C2)C3)cc1)C(=O)O (stereo unspecified)
  -3.6	-1.2	6.1	0.6	5.2	5.2	-0.4	-1.4	-0.1
> CCOC(=O)/C(C#N)=C1\C(=O)N(Cc2ccccc2)c2ccccc21
  -16.6	14.1	4.5	10.6	-10.8	-22.8	-8.2	-0.9	12.4
> O=C(O)CC12CC3CC(C1)CC(n1ncc(NCC4CCCO4)c(Cl)c1=O)(C3)C2 (stereo unspecified)
  1.0	-0.9	-0.1	-0.1	1.5	-2.9	5.2	-1.8	-0.6
> COc1ccc(CCNC(=O)Nc2nc(C(N)CCc3ccccc3)cs2)cc1OC (stereo unspecified)
  1.5	0.3	-8.7	1.5	-8.1	-1.4	.	.	.
> O=c1[nH]c(O)c(/C=C2\C=Nc3ccc(Br)cc32)[nH]1
  1.8	-3.4	0.8	0.2	-1.2	1.0	-10.3	-0.6	6.3
> Cc1ccc(S(=O)(=O)NCC(=O)OC(C)C(=O)NCc2ccc3c(c2)OCO3)cc1 (stereo unspecified)
  -1.3	-5.0	1.9	2.2	-10.3	7.6	2.0	1.7	.
> Cc1cc(C)c(OCC(=O)Nc2ccccn2)c([N+](=O)[O-])c1
  -4.1	-2.9	8.3	0.1	6.9	-5.0	-6.9	2.3	-0.8
> Cc1ccc2nc(-c3ccc(NS(=O)(=O)c4ccccc4)cc3)sc2c1
  0.0	0.5	-5.5	2.0	-5.1	3.9	-15.0	-0.5	-1.2
> COc1ccc(Cl)cc1C(=O)O/N=C(\N)c1ccc(Cl)cc1
  3.0	-2.9	-10.0	0.8	-11.7	8.9	2.8	3.9	-7.1
> CCCCCn1c(=O)[nH]c2cc(C(=O)N3CCN(C(=O)OCC)CC3)ccc2c1=O
  0.2	-4.8	13.9	0.6	7.8	-13.8	10.2	-0.3	-0.2
> CC(C)n1c(/C=C/c2ccccc2)nc2ccccc21
  -3.5	-7.3	-2.5	-1.6	2.1	-3.8	0.3	-1.0	6.0
> O=C(N1CCCCC1)C12CC3CC(C1)CC(C(=O)N1CCCCC1)(C3)C2
  -4.8	-2.3	-5.7	1.2	-15.3	4.9	1.8	-1.4	3.2
> CCNC(=O)Nc1ccc(OC)cc1OC
  -1.9	0.5	0.2	0.5	0.7	0.9	0.8	-1.9	-8.0
> Cc1cccc(-n2c(Cc3cc(=O)[nH]c(=O)[nH]3)nnc2SC(C)C)c1
  2.5	0.9	-3.2	1.5	0.1	4.8	7.0	0.2	6.0

# Complete entries from above:
# CC(NC(=O)c1ccc(C23CC4CC(CC(C4)C2)C3)cc1)C(=O)O (stereo unspecified) is entered as CHRM5 PAM = -3.6; M5 ag = -1.2; CHRM5 antagonist = 6.1; M4 ag = 0.6; M4 antag = 5.2; M4 PAM = 5.2; CRFBP-R2 block = -0.4; CRFBP-R2 agonist = -1.4; IDE inh = -0.1
# CCCCCn1c(=O)[nH]c2cc(C(=O)N3CCN(C(=O)OCC)CC3)ccc2c1=O is entered as CHRM5 PAM = 0.2; M5 ag = -4.8; CHRM5 antagonist = 13.9; M4 ag = 0.6; M4 antag = 7.8; M4 PAM = -13.8; CRFBP-R2 block = 10.2; CRFBP-R2 agonist = -0.3; IDE inh = -0.2

# Remaining list, next part
# Fields – CHRM5 PAM	M5 ag	CHRM5 antagonist	M4 ag	M4 antag	M4 PAM	CRFBP-R2 block	CRFBP-R2 agonist	IDE inh
> Clc1ccc(-c2nc3ccccc3n2OCc2ccccc2)cc1
  -5.4	-0.8	4.9	0.2	-4.5	2.6	2.6	4.2	-5.7
> CCn1nccc1C(=O)Nc1ccc(S(=O)(=O)NC23CC4CC(CC(C4)C2)C3)cc1
  -8.5	-2.1	7.6	2.3	4.9	-2.7	-20.9	4.2	11.2
> CCC(CC)C(=O)Nc1cccc(C(=O)c2ccccc2)c1
  3.3	-1.1	1.6	-1.4	11.6	7.2	-0.8	-0.9	5.1
> COc1ccc(CCCc2nnc(SCC(=O)Nc3ncc(C)s3)o2)cc1
  -3.0	1.7	-4.1	3.7	-6.5	0.2	25.6	-1.1	-0.6
> Cn1c(=O)oc2cc(S(=O)(=O)NCCN3CCCCCC3)ccc21
  1.4	-5.0	-0.9	0.5	17.4	-15.3	13.3	1.4	-1.4
> NC(=O)C1CCN(C(=O)c2ccc3c(=O)n(Cc4ccco4)c(SCc4ccc([N+](=O)[O-])cc4)nc3c2)CC1
  1.3	-4.2	6.6	0.1	-8.8	-5.3	-33.0	2.3	-10.6
> COc1ccc(OC(C)C(=O)NC2CCCCCCC2)cc1 (stereo unspecified)
  4.1	-4.2	-5.8	-0.4	0.1	3.3	6.9	-1.1	0.3
> COc1cc(/C=N/NC2=NS(=O)(=O)c3ccccc32)ccc1OC(C)=O
  0.6	-4.8	-2.8	0.5	-19.5	7.7	-10.6	-0.1	-5.0
> C/C(=N\Nc1cc(C)nc(-c2ccccc2O)n1)c1ccccc1O
  -2.5	-3.8	5.2	2.0	-8.9	-2.6	-12.5	0.1	4.9
> CCOc1ccc(S(=O)(=O)NCc2ccc3c(c2)OCO3)cc1C
  0.0	1.5	1.7	1.9	9.6	-4.6	7.9	-0.2	6.1
> CN(C)c1ccc(NC(=O)COC(=O)CCC(=O)c2ccc(F)cc2)cc1
  0.8	-0.1	-7.7	1.7	-2.5	-3.3	-5.2	-0.8	-2.2
> N#CN=C(N)c1ccccc1
  -6.1	0.7	3.4	1.5	1.3	0.1	3.8	-1.5	-1.0
> COC(=O)c1ccc(NC(=O)COC(=O)CSc2nc(C)cc(C)n2)cc1
  -7.5	4.9	-1.9	1.6	1.3	1.0	52.0*	0.5	1.2
> COc1ccc(NC(=O)COC(=O)CCc2ccc(S(=O)(=O)N3CCOCC3)cc2)cc1OC
  5.2	4.9	1.6	4.2	-5.7	1.0	4.3	-0.1	3.0
> O=c1c(N2CCOCC2)nsnc1N1CCOCC1
  -4.2	-2.4	-10.4	0.5	0.9	0.8	5.8	-1.6	11.2
> OC(c1ccc(Cl)cc1)c1ncc(-c2ccc(Cl)cc2)[nH]1 (stereo unspecified)
  -4.0	0.3	-0.4	7.1	-3.5	1.0	.	.	.
> CCOc1ccccc1NC(=O)CCCCCN1C(=O)[C@@H]2Cc3ccccc3CN2C1=O
  -1.1	-0.6	-7.4	8.5	-1.1	-3.9	-5.1	-1.0	6.6
> O=C(NNc1nc(-c2ccccc2)cs1)c1cccs1
  -0.8	1.5	3.3	0.5	3.4	-2.7	3.8	-2.9	4.0
> COc1ccc(NS(=O)(=O)c2cccc(NC(=O)C34CCC(CC3)C4)c2)cc1
  -2.5	3.3	4.2	5.0	-3.1	-5.1	12.0	-1.9	1.2
> N#CC1=C(N)C(C#N)(C#N)[C@H](c2ccsc2)[C@H]2COCC=C12
  5.4	3.8	0.2	6.9	-18.1	10.0	-17.5	4.2	4.1
> COC(=O)CSc1ccc2nnc(-c3ccc(F)cc3)n2n1
  2.6	2.2	-4.5	0.6	-1.7	8.8	-1.0	-1.1	0.0
> CC(=O)c1ccc(OCc2cn(CC(=O)c3ccc(O)cc3)nn2)cc1
  -4.5	1.9	3.5	2.0	-12.4	9.9	-14.7	1.2	.
> Cc1ccc2sc(N3CCN(C(=O)C4=COCCO4)CC3)nc2c1C
  -4.9	2.6	8.3	12.7	-7.9	-2.7	-2.7	0.0	8.4
> Cc1cc(C)nc(-n2nc(C)cc2NC(=O)CN2CCCC2)n1
  3.8	0.3	-12.4	0.7	-4.5	-1.6	-0.3	-1.2	-7.9
> CC(=O)Nc1ccc(NC(=O)C(C)OC(=O)C2(c3ccc(F)cc3)CCCC2)cc1 (stereo unspecified)
  -15.0	5.6	9.1	14.1	-6.8	-6.7	20.9	2.0	-5.2
> CC(C)(CO)CNC(=O)c1ccc(OC2CCN(C(=O)C3CC3)CC2)cc1
  2.4	0.7	8.7	2.1	3.2	-3.1	1.9	-0.1	1.8
> CCN1C(=O)/C(=C\N2CCN(c3ccccc3)CC2)SC1=S
  5.2	0.9	-10.2	1.2	-1.6	2.2	7.7	2.9	9.6
> COC(=O)Nc1[nH]ncc1[N+](=O)[O-]
  1.1	0.1	-6.6	1.9	-11.7	-0.2	-3.6	2.1	3.4
> COc1cc(OC)cc(C(=O)N2CCC(n3c(C)nc4cc(F)ccc43)CC2)c1
  33.6*	-7.6	-8.5	9.0	-16.4	13.9	-15.5	-0.6	7.0
> COc1cc2c(cc1OC)C(C(=O)Nc1ccccc1N1CCN(C)CC1)C1c3ccccc3CCN1C2=O (stereo unspecified)
  9.4	-4.9	4.3	-0.2	-3.0	-1.3	-14.6	1.6	3.1
> Cc1cc(C)n(-c2nc(-c3ccc(Cl)c(Cl)c3)cs2)n1
  -5.3	-4.0	1.1	1.0	3.4	-0.8	-2.2	9.3	1.6
> C[N+](C)(C)CC(=O)N/N=C/c1c2ccccc2cc2ccccc12
  -12.0	32.0*	18.6	0.3	1.1	0.6	-2.6	9.0	4.2
> Cc1c(C(=O)N2CCCCC2)sc(NC(=O)C2CC2)c1C#N
  6.9	0.8	5.2	2.8	0.4	12.7	36.7	-2.1	-2.4
> Cc1nc(N2CCCCC2)c2sc(=S)n(C)c2n1
  4.8	2.8	-0.9	0.3	7.0	-2.1	2.9	-2.9	8.3
> Cc1ccc(/C=C/C(=O)Nc2ncc(C)s2)o1
  -2.0	-1.6	-2.2	0.4	-2.0	10.8	-15.1	-0.2	6.7
> COC(=O)Nc1ccc2c(c1)ncn2C1CCCCC1
  -2.3	1.5	-4.9	0.0	2.0	15.0	11.9	-2.0	-5.4
> O=C(c1ccc(Cl)cc1)c1c[nH]c(C(=O)C(Cl)(Cl)Cl)c1
  -2.4	-2.3	-1.1	0.7	6.5	2.7	-1.2	3.4	7.1
> COc1cc(C(=O)NCCCc2ccccc2)cc(OC)c1OC
  -0.4	0.4	4.4	1.8	1.4	-3.5	-0.7	0.9	-0.5
> Cc1cccc(CS(=O)(=O)Cc2ccc(C(=O)NC(C)c3ccccc3)o2)c1 (stereo unspecified)
  -4.6	-3.6	9.1	4.8	-3.6	6.0	-3.8	-1.1	0.2
> Cc1cccc(NC(=O)CSCC(=O)Nc2cc(Cl)ccc2N2CCN(C)CC2)c1
  -1.0	-4.9	0.3	4.7	0.1	-2.0	9.7	2.9	4.2

# Compounds were not picked by outcome; any-hit rate near 2.9%.
